# Screening results: PubChem, Sanford-Burnham Center for Chemical Genomics
# tim10-1 inh: tim10-1 yeast growth inhibition | S. cerevisiae tim10-1 ts strain growth, BacTiter-Glo, 24 h | inhibition, % at 20 µM | 330,000 compounds, 2.2% hits | AID 463190;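 active means inhibition of at least 40%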;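 further: mutant grown at 25 °C; 0% = DMSO wells with yeast and 100% = wells holding no yeast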
# NALP3 yeast inh: NALP3 inhibition in yeast. Yeast reconstituted NLRP3/ASC/caspase-1, beta-gal luminescence, 24 h. inhibition, % at 10 µM. 330,000 compounds, 0.39% hits. AID 2825;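 active means inhibition of 50% or more; inactive means inhibition below 50%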;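 further: plate controls were induced DMSO wells for no effect and uninduced yeast grown without galactose for full effect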
# tim23-1 inh: tim23-1 yeast growth inhibition; inhibition, % at 20 µM; 330,000 compounds, 1.3% hits; S. cerevisiae tim23-1 growth, BacTiter-Glo luminescence, 24 h; AID 463212;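 active means growth inhibition of the mutant yeast at or above 50%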;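 further: temperature-sensitive mutant grown at 25 °C; plate controls were DMSO-treated mutant yeast for no effect and medium wells lacking yeast for full effect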
# TIM10 inh: growth inhibitors of TIM10 yeast strain. S. cerevisiae TIM10 strain growth, BacTiter-Glo luminescence, 24 h. inhibition, % at 10 µM. 330,000 compounds, 1.4% hits. AID 463195;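 active means inhibition of 40% or more at the single tested concentration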;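 further: wild-type TIM10 isogenic control strain grown at permissive 25 °C; 0% = DMSO yeast wells and 100% = minimal medium wells without yeast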
# NR3A LBD binder: NR3A (human) ligand-binding domain modulation; NR3A LBD differential scanning fluorimetry, Tm shift; 0% = protein alone, 100% = glycine-bound protein; Tm shift relative to glycine control, % at 25 µM; 340,000 compounds, 2.5% hits;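 active means melting temperature shift of at least 10% of the positive control shift, at one fixed dose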
# APJ agonist: agonists of human APJ apelin receptor. P35414. CHO-K1 APJ PathHunter beta-arrestin, luminescence; 0% DMSO wells, 100% apelin. 330,000 compounds, 0.11% hits. activation, % at 20 µM;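 active means activation more than six SD over the plate average, tested at 20 µM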;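 further: 0% = DMSO alone and 100% = apelin-13 at 10 nM; some results filed as inactive read as strong as hits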
# Target sequence (P35414 whole entry, looked up): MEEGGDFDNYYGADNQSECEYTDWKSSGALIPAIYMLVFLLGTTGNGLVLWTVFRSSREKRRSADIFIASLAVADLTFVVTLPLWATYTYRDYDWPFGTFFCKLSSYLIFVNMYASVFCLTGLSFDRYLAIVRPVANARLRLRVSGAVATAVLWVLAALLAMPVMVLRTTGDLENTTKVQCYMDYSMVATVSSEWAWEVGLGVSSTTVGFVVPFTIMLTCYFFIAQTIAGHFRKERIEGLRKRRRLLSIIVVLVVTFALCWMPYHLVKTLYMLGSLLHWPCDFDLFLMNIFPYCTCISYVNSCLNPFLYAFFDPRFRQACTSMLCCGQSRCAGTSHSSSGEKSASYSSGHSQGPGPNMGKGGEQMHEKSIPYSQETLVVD
#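 Assay system: CHO-K1 cells stably expressing ProLink-tagged human APJ and arrestin–beta-gal acceptor. Compound dosing: 20 µM single point, 1% DMSO. Times: 16-18 h seeding, 90 min dark compound exposure, 60 min detection. Detection: beta-gal luminescence. Evaluation: APJ–arrestin association signal. Controls: negative DMSO alone, positive Apelin-13 at 10 nM.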
# MIN6 prolif: MIN6 beta-cell proliferation induction | MIN6 cells proliferation, ATPlite luminescence, 48 h; cells starved in 0.2% serum; 100% = growth in 10% serum | proliferation, % at 10 µM | 330,000 compounds, 0.29% hits;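 active means compounds whose signal lies at least 3.5 SD above the mean of all wells on their plate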;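 further: 0% = DMSO-treated cells in low-serum medium and 100% = 10% serum control; some compounds called inactive have numbers as strong as hits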
# MPTP block: inhibitors of mitochondrial permeability transition pore; isolated mouse mitochondria, Ca2+ swelling absorbance, 30 min; inhibition, % at 10 µM; 360,000 compounds, 1.4% hits;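 active means inhibition of 50% or more, scaled per plate between neutral and stimulator controls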;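 further: 0% = DMSO wells given calcium and 100% = 1 mM EGTA wells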
# APJ antag: APJ receptor antagonism; P35414; CHO-K1 APJ beta-arrestin complementation, luminescence; 330,000 compounds, 0.32% hits; inhibition, % at 20 µM;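 active means inhibition above about 40% at 20 µM, limit read from the data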;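 further: cells challenged with 10 nM apelin-13 agonist together with compound; plate controls were apelin-13 plus DMSO wells for no effect and DMSO wells lacking apelin-13 for full effect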
# Active calls of the source: *; nt = no result given.
# Sequence of screens – tim10-1 inh	NALP3 yeast inh	tim23-1 inh	TIM10 inh	NR3A LBD binder	APJ agonist	MIN6 prolif	MPTP block	APJ antag
[1] CCCOc1ccc(N2C(=O)C3C(C(C)C)NC4(C(=O)c5ccccc5C4=O)C3C2=O)cc1 (stereo not given)
    32	11	30	38	-1	-3	-1	6.7	-4
[2] CCNC(=S)N1CC(C)OC(C)C1 (stereo not given)
    14	8	-5	8	4	-4	-1	1.3	3
[3] COc1ccc(CNC(=O)CN(c2ccc(OC)cc2)S(=O)(=O)c2c(C)[nH]c(=O)[nH]c2=O)cc1
    -10	17	3	9	0	-3	-1	-1.8	-2
[4] CN(Cc1cn(C)nc1-c1ccccc1F)CC1CCCCO1 (stereo not given)
    -4	1	7	-1	-1	-2	-1	0.4	10
[5] COc1ccc(CC(=O)Nc2ccc(S(=O)(=O)N3CCN(C)CC3)cc2)cc1
    -15	5	-9	-1	0	-4	-2	-2.5	-5
[6] COc1ccc(OC)c(NC(=O)C2CC(=O)n3ncnc3N2)c1 (stereo not given)
    1	5	9	5	-1	-1	-1	-1.3	9
[7] CCSc1nc(C)cc(C)c1S(=O)(=O)c1ccccc1C
    26	-6	17	-6	-11	1	1	-0.1	-1
[8] CCc1ccccc1S(=O)(=O)c1c(C)cc(C)nc1Cl
    11	-1	19	-17	0	-3	-1	-0.4	10
[9] COc1ccc(C(=O)CCC(=O)N2CCN(c3cc(C)ccc3C)CC2)cc1
    25	18	19	10	-1	-2	-3	0.4	-16
[10] O=C(CCn1cnc2ccccc2c1=O)Nc1nc2c(s1)CCCC2
    18	6	-8	-18	-2	0	1	-2.0	-3
[11] CN1CCN(C(=O)CC2(CC(=O)O)CCCC2)CC1
    0	10	-5	-1	-1	-3	0	0.6	7
[12] CCOC(=O)c1cc(NC(=O)Nc2ccccc2OC)c(C)nc1C
    41*	6	11	20	-2	-1	0	0.0	7
[13] C#CCOCCOCCOCCNc1nc(N2CCN(C(=O)[C@H](CCCCN)n3cc(CN)nn3)CC2)nc(N2CCN(C(=O)[C@H](CCCCN)n3cc(CN)nn3)CC2)n1
    5	36	6	-1	3	-5	2	-1.2	-4
[14] CCOC(=O)N1CCC(N(CCOC)C(=O)Nc2ccc(Cl)cc2)CC1
    -20	19	5	-5	-2	1	-3	64*	11
[15] COc1ccc(C2C(C#N)=C(N)N(c3ccccc3C#N)C3=C2C(=O)CCC3)cc1CN1CCCC1 (stereo not given)
    -9	-11	0	-4	1	-6	1	-2.2	16
[16] O=C(NC(c1ccccc1)c1ccccc1)c1ccc(S(=O)(=O)C(F)F)cc1
    -2	8	17	10	-6	0	-2	-5.4	12
[17] Cc1cc2c(cc1C)C(c1cc(Br)ccc1F)CC(=O)N2 (stereo not given)
    45*	14	25	9	-5	-3	0	0.8	-6
[18] CSCCNC(=O)c1ccc(OC2CCN(CCc3ccccc3)CC2)cc1
    13	-5	-2	5	-2	-5	1	0.9	-1
[19] Cc1ccc(S(=O)(=O)NC2CC(C)(C)NC(C)(C)C2)c(C)c1C
    -6	4	14	-5	1	-2	2	-0.7	14
[20] FC(F)(F)c1cnc(Sc2nc3nccc(-c4ccc(Cl)cc4)n3n2)c(Cl)c1
    41*	24	36	37	5	0	-5	2.0	-32
[21] O=C(Nc1ccccc1)Nc1n[nH]c2nnc(-c3ccccc3)c(-c3ccccc3)c12
    12	25	26	23	-12	9	-6	-0.1	4
[22] CCOc1ccc(C(=O)NCCN(C)C)cc1
    2	4	-8	-13	1	-4	-2	-1.2	22
[23] CN1CCCC(OC(=O)c2ccc(C#N)cc2)C1 (stereo not given)
    -11	4	-9	-8	0	-4	1	-0.4	10
[24] O=C(CN1C(=O)NC2(CCCC2)C1=O)N1CCN(S(=O)(=O)c2cccc(C(F)(F)F)c2)CC1
    -13	16	-17	3	3	-4	2	-0.4	-2
[25] O=C(NCCc1ccccc1)C(=O)NN=C1CCCC1
    11	2	1	6	0	-3	-2	1.3	4
[26] O=C(NCCO)c1cc2ccccc2c(=O)s1
    23	4	12	3	-2	0	-2	-2.2	8
[27] CN1C(=O)CSC1=Nc1ccc(Br)cc1
    8	10	3	-13	2	0	0	1.1	5
[28] N#Cc1ccccc1COC(=O)c1ccc2c(c1)OCO2
    2	22	19	-2	-1	-4	-2	-0.7	0
[29] CCc1ccc(NC(=O)CSCCO)cc1
    -12	-7	-2	-8	-4	-6	3	-0.2	-6
[30] CCc1nnc(NC(=O)CN2C(=O)/C(=C/c3cc(OC)c(OC)c(OC)c3)SC2=S)s1
    -4	16	-8	11	-10	-2	-1	-1.5	-6
[31] O=C(CN1CCN(C(=O)c2ccccc2)CC1)Nc1ncc(Br)cc1Br
    11	23	6	10	4	0	1	-1.1	15
[32] Cc1ccc(/C=N/NS(=O)(=O)c2ccc([N+](=O)[O-])cc2)o1
    6	5	8	5	0	1	0	0.6	-8
[33] CCOc1cc(N2CCOCC2)c(OCC)cc1NC(=O)c1ccc(S(C)(=O)=O)cc1
    11	12	4	11	0	5	-1	1.4	-10
[34] CN(C)c1ccc(C(C(=O)NC(C)(C)C)N(C(=O)c2csnn2)C2CC2)cc1 (stereo not given)
    23	-2	14	-7	-2	3	-2	0.7	14
[35] COc1ccc(NC(=O)CSCC(=O)Nc2cccc3ncccc23)cc1
    -4	7	-2	-2	1	3	0	-0.9	13
[36] CC(C)OC(=O)CN1C(=O)c2ccccc2C1=O
    5	13	-2	6	0	-2	0	20	0
[37] CCOC(=O)N1CCN(CC(O)COc2cc(C)ccc2C(C)C)CC1 (stereo not given)
    19	11	19	24	2	-2	1	0.5	10
[38] CC(=O)N(CCN(C)C)c1nc2cc3c(cc2s1)OCCO3
    -6	15	-10	2	2	-2	0	-0.4	1
[39] O=C(CSc1nc2ccccc2c(=O)n1-c1ccccc1)N1CCC1
    13	2	15	1	-3	-3	-2	2.8	-6
[40] CCOc1ccccc1N1CCN(C(=O)NCc2ccc(C)cc2)CC1
    36	34	24	-2	1	1	0	0.5	4
[41] CN(C(=O)COC(=O)C1CCN(S(=O)(=O)c2ccc3c(c2)OCCO3)CC1)C1CCCCC1
    19	7	8	14	-2	-3	-4	-2.9	0
[42] Cn1c(=O)[nH]c(=O)c2c1nc(SCCN1CCOCC1)n2CCCc1ccccc1
    -8	0	-3	-5	0	-3	-4	-1.2	3
[43] COc1ccc(C(=O)NNC(=O)CCc2nc3ccccc3c(=O)[nH]2)cc1
    -4	14	-12	0	-1	-5	-1	-1.7	7
[44] COc1cc(NC(=O)CNc2cccc(S(=O)(=O)N3CCOCC3)c2)cc(OC)c1
    -10	5	-3	-6	-1	5	-3	-0.1	-44
[45] CCc1ccc(C(=O)NC(C(=O)O)C(C)C)cc1 (stereo not given)
    12	-13	1	-1	1	-1	-2	1.3	3
[46] COc1ccc(C2CC(c3ccccc3)=NN2C(=O)CSc2nccc(=O)[nH]2)cc1 (stereo not given)
    17	1	5	14	-2	-3	1	-7.4	10
[47] CCOC(=O)CSc1nc2ccccc2c(=O)n1C
    13	11	12	-2	0	-3	-2	-1.0	-8
[48] CCOCCCNC(=O)c1ccc(CS(=O)(=O)Cc2ccc(C)cc2)o1
    -5	12	-4	-9	1	-4	-3	-0.9	12
[49] O=C(COc1ccc(-c2nnco2)cc1)NC1CCCc2ccccc21 (stereo not given)
    17	9	14	18	-2	3	-1	0.3	12
[50] Nc1nc(NCC2CCCO2)nc(Nc2ccc(Cl)cc2)c1[N+](=O)[O-] (stereo not given)
    8	22	10	13	-1	-3	-1	2.9	2

# Records above that bear a hit mark in MPTP block:
cpd | mol | NALP3 yeast inh | NR3A LBD binder | MPTP block | APJ antag
14 | CCOC(=O)N1CCC(N(CCOC)C(=O)Nc2ccc(Cl)cc2)CC1 | 19 | -2 | 64* | 11

# The list continues.
# Sequence of screens – tim10-1 inh	NALP3 yeast inh	tim23-1 inh	TIM10 inh	NR3A LBD binder	APJ agonist	MIN6 prolif	MPTP block	APJ antag
[51] NC(=O)c1ccc(N2CCN(S(=O)(=O)c3ccccc3)CC2)c([N+](=O)[O-])c1
    7	1	14	15	1	2	-4	73*	-9
[52] CC(=O)NC1=C(Nc2ccc(N(C)C)cc2)C(=O)c2ccccc2C1=O
    27	31	17	12	-2	-1	-2	2.5	-41
[53] Nc1c(C(=O)NCc2ccccc2)c2nc3ccccc3nc2n1CCCN1CCOCC1
    27	12	0	20	-4	1	-6	-1.6	21
[54] COc1ccc(CNC(=O)c2sc(=S)n(-c3ccc(OC)cc3)c2N)cc1
    -20	-8	-19	-31	0	-5	-2	0.3	10
[55] Brc1ccc(Nc2nc(-c3cccnc3)cs2)cc1
    33	-59	20	29	21*	-3	-2	27	2
[56] O=C(COc1ccccc1Cl)Nc1ccc(CN2CCCCC2)cc1
    -3	1	6	-12	0	-1	-4	0.9	4
[57] O=C(NC1CC2CCC(C1)N2C(=O)NC1CCCCC1)NC12CC3CC(CC(C3)C1)C2 (stereo not given)
    21	7	18	-13	-4	2	-5	2.1	1
[58] CC(C)CCNC(=O)c1c[nH]c2ccc(S(=O)(=O)N3CCOCC3)cc2c1=O
    1	0	-2	2	-2	2	-4	-0.5	-59
[59] COc1cccc(NC(=O)Cn2nnc(C(=O)NCc3ccc4c(c3)OCO4)c2N)c1
    1	9	6	13	-2	13	-3	0.2	6
[60] Cc1cc(C)nc(SCCS(=O)(=O)Cc2ccccc2)n1
    -2	17	-1	-3	0	-1	-3	0.5	17
[61] NNC(=O)c1csc(CS(=O)(=O)c2ccc(Cl)cc2)n1
    7	2	27	4	0	-3	0	1.1	-3
[62] O=C(NCc1cccs1)C1CCN(C(=O)NCc2ccccc2)CC1
    21	10	8	3	0	3	-2	-2.0	16
[63] CC1CC(C)(C)NC(=S)N1CCCC(=O)Nc1ccc2c(c1)OCCO2 (stereo not given)
    11	7	3	8	-1	2	-2	1.8	-1
[64] CCc1nnc(NC(=O)c2ccc(OC)cc2OC)s1
    -4	29	4	11	2	-2	-2	-0.6	15
[65] NC(=O)c1ccccc1N1CCCCC1
    -12	26	-11	-20	0	0	-4	3.2	-14
[66] CCCCCCCC#Cc1ccccc1/C=N/S(=O)c1ccc(C)cc1 (stereo not given)
    20	2	-7	-3	16*	0	-8	nt	-8
[67] O=C(Nc1ccc([N+](=O)[O-])cc1)c1cn(-c2ccccc2)nc1-c1cc2ccccc2o1
    3	-5	-26	0	-9	0	-4	16	10
[68] CC(C)(C)C(=O)Oc1cc(N)n(S(=O)(=O)c2ccc(F)cc2)n1
    34	10	12	28	2	4	1	-0.3	9
[69] CCOC(=O)Cn1nc(C)n(-c2ccccc2)c1=O
    5	-3	10	-3	-1	0	-3	2.7	16
[70] CCOc1ccc(NC(=O)C2CCN(S(=O)(=O)c3cccs3)CC2)cc1
    15	6	17	-6	0	0	-2	1.7	3
[71] C=CCn1c(COc2ccc(Cl)cc2)nnc1SCC(=O)c1c(N)n(C)c(=O)n(C)c1=O
    -6	-1	-32	-25	-2	-1	4	-0.1	-2
[72] O=[N+]([O-])c1cc(CN2CCCCCC2)ccc1O
    -5	17	-5	-4	1	0	-2	-0.7	15
[73] O=C1c2ccccc2CN2C(=O)c3ccccc3CN12
    -8	19	0	4	0	-5	4	-0.4	16
[74] O=C(COC(=O)c1ccccn1)Nc1cc(Cl)ccc1Cl
    -8	12	-5	12	-2	-5	-2	-0.7	0
[75] COc1ccc(CCNC(=O)C/C(C)=N/NC(=O)c2cnccn2)cc1
    -13	15	-7	-7	-1	-11	-3	4.4	6
[76] CC(=O)N1C(=O)N(C)C2C1N(C(C)=O)C(=O)N2C (stereo not given)
    -2	10	8	0	1	-3	0	1.9	14
[77] COc1cc2c(cc1OC)CN(CC(O)c1ccccc1)CC2 (stereo not given)
    17	14	16	-10	1	-1	0	-2.9	-12
